Assay outcomes from PubChem BioAssay.
GSK3beta inhib = inhibitors of human GSK3beta kinase; P49841; GST-GSK3beta kinase, ADP-Glo luminescence, 60 min; active compounds read low; activity score (negative = inhibition), % at 10 µM; hit rate 0.038% among 300,000;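 active means more than half of replicate wells score below -50%, meaning over 50% inhibition versus plate controls; inconclusive means some replicates but at most half score below -50%; inactive means no replicate scores below -50%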;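 further: 0% = median DMSO wells and -100% = median GW8510 positive control wells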
Target sequence (P49841 whole entry, looked up): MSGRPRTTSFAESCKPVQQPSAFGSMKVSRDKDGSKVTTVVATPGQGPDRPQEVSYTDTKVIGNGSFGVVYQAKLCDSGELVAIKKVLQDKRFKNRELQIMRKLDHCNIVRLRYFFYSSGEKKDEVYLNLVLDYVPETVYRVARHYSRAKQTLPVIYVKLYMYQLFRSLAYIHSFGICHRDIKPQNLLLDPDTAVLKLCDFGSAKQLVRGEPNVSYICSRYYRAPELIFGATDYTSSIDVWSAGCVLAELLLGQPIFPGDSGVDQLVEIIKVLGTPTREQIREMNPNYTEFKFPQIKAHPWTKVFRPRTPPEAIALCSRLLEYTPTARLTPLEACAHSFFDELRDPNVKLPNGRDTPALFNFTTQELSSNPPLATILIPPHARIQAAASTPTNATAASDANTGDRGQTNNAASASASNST
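Assay system: GST-tagged human GSK3beta kinase, cell-free; Input: 1.6 ng GSK3beta; Medium: Tris/MgCl2 kinase buffer; Timing: 60 min enzyme reaction, room temperature; Signal: ADP-Glo luminescence quantifying ADP generated by kinase; Evaluation: score relative to plate controls; Benchmarks: DMSO neutral wells and GW8510 at 20 µM as positive.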
HSF-1 act = increases HSF-1 driven luciferase reporter signal; NIH3T3-HGL HSF-1 luciferase reporter, MG132, 8 h; 100% = twice DMSO control signal; activation, % at 9 µM; hit rate 1.7% among 300,000; AID 504408;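 active means mean replicate activation of at least 50% with a set share of replicates each reaching 50%; inconclusive means only one of those two conditions met; inactive means mean below 50% and too few replicates reaching it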;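 further: 0% = median of the neutral control wells and 100% = twice that signal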
HSP90 refold inh = blocks HSP90-mediated luciferase refolding in reticulocyte lysate; Rabbit reticulocyte lysate, luciferase refolding luminescence, 3 h; inhibition, % at 5.6 µM; hit rate 0.91% among 290,000;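 active means inhibition above the screen-wide mean plus 3 SD, computed separately per campaign, cut at about 16% in these data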;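 further: 0% = DMSO wells and 100% = 60 µM geldanamycin wells; inhibitors lower the luminescence because luciferase stays unfolded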
aSyn UTR inh = MLPCN primary screen, SNCA 5' untranslated region; alpha-synuclein 5'UTR reporter, inhibitor activity; hit rate 0.82% among 300,000; inhibition, % (tested at 7.5 µM); in the data active means inhibition above about 60%; inconclusive means no clear call, values can overlap the other calls;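 further: H4 neuroglioblastoma cells stably carrying SNCA 5'UTR luciferase fusion; 0% = DMSO wells and 100% = positive control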
KLF5 inhibitor = suppresses KLF5 promoter-driven expression; DLD-1 KLF5 promoter-luciferase reporter, luminescence; inhibition, % at 5 µM; hit rate 0.23% among 290,000;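 active means inhibition above a per-plate limit of that plate's mean compound inhibition plus 3 SD, cut at about 60% in these data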;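 further: 0% = DMSO wells and 100% = LY294002 at 200 µM; higher means less KLF5 promoter-driven luciferase light; inactives centre near -14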
IEC-6 tox = IEC-6 cytotoxicity, counter-screen for KLF5 inhibitors; luminescence viability; inhibition, % at 5 µM; hit rate 0.78% among 290,000; AID 1825; in the data active means inhibition above about 22%;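 further: 0% = plate median of test compound wells and 100% = cytotoxic reference compound wells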
HSF1 inh = HSF1 inhibition; hit rate 0.77% among 300,000; activity change, negative = inhibition, % at 7.5 µM (by protocol); NIH3T3-HGL HSE-luciferase, MG132-induced, luminescence 8 h; active compounds read low; AID 2098;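 active means more than half of replicate wells show activity change below -50%, luminescence cut by over half; inconclusive means some wells, but at most half, below -50%; inactive means no replicate well below -50%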;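 further: luciferase reports HSF-1 transcriptional activity via heat shock element; 0% = median of DMSO wells and -100% = zero luminescence signal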
GSK3 alpha inh = blocks human GSK-3 alpha kinase; P49840; ADP-Glo luminescence, 60 min; inhibition, % at 10 µM; hit rate 0.1% among 320,000; AID 2650;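 in the data active means inhibition above about 50%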;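 further: GST-tagged GSK-3 alpha with peptide substrate and 25 µM ATP; 0% = DMSO neutral wells and 100% = GW8510 positive control wells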
Target sequence (P49840 whole entry, looked up): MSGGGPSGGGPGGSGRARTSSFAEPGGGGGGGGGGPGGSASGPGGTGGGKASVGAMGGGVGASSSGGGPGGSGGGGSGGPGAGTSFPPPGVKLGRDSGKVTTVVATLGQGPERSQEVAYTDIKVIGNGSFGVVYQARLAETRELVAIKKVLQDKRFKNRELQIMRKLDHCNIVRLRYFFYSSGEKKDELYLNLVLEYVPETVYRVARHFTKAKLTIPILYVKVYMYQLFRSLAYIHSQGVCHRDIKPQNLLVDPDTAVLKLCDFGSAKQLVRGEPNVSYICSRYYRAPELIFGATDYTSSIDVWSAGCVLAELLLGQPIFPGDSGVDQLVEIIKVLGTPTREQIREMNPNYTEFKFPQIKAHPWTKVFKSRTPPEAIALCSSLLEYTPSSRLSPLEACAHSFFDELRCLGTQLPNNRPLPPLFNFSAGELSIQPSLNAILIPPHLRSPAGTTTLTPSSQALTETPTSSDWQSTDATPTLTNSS
AI-2 QS modul = modulators of Vibrio harveyi AI-2 quorum sensing system | Vibrio harveyi JMH597 AI-2 luminescence/OD600 ratio, 9 h; active compounds read low; strain lacks LuxN and CqsS sensors; 0 = neutral-control median | activity change, % at 7.5 µM | hit rate 0.4% among 300,000 | AID 2094; in the data active means activity change below about -75%, passing the limit was not always enough; inconclusive means no clear call, values can overlap the other calls;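 further: luminescence divided by OD600 gain over 9 h not by final OD600 alone; inactives centre near 13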
HIF act = HIF pathway transcriptional activation. activation, % at 7.5 µM (by protocol). U2OS HRE-luciferase reporter, luminescence; normalized: DMSO 0%, desferrioxamine 100%. hit rate 0.32% among 300,000;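 active means mean activation of at least 10% of the iron chelator positive control signal, with at least half of replicates also reaching 10%; inconclusive means mean and replicate majority disagree about reaching 10%; inactive means mean and most replicates under 10%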
Active calls of the source: *; ? = inconclusive; . = no result given.

SMILES	GSK3beta inhib	HSF-1 act	HSP90 refold inh	aSyn UTR inh	KLF5 inhibitor	IEC-6 tox	HSF1 inh	GSK3 alpha inh	AI-2 QS modul	HIF act
COc1ccc(-c2cn[nH]c2-c2ccc(OCc3ccccc3F)cc2O)cc1OC	-2	2	-4	17	-13	4	0	.	-4	1.1
COc1cc(CC(=O)NCC(C)(C)N2CCOCC2)cc(OC)c1OC	.	-1	2	-5	-10	-4	-4	-1	.	-0.7
COc1ccc(C(=O)CN2CCN(c3cc(C)nc4ccccc34)CC2)cc1	0	-2	-2	-1	5	-9	-3	7	12	-0.1
COc1cc(/C=N/NC(=O)Cc2ccccc2)ccc1Oc1ccc([N+](=O)[O-])cc1[N+](=O)[O-]	-1	14	-1	1	18	0	9	-3	17	0.4
O=C(O)CCCNC(=O)c1nn(Cc2ccccc2)c(=O)c2ccccc12	-3	-13	2	1	-3	9	-4	-2	24	0.2
CC(C(=O)c1c[nH]c(C(=O)N=CN(C)C)c1)c1ncc(C(F)(F)F)cc1Cl (stereo unspecified)	0	2	-1	18	-18	-5	-1	1	8	0.2
Cc1ccc(S(=O)(=O)c2c(C)c(C)c(C)[nH]c2=O)cc1	-2	-1	6	16	-11	-3	-2	-2	23	-0.6
CN(C)c1ccc(C(=O)N/N=C/c2ccccn2)cc1	4	15	4	-85	-104	1	3	1	23	2.2
CCCCCOc1ccc(CSc2ncn[nH]2)cc1	-2	42	0	-87	-162	-5	26	-1	6	1.2
Cc1cccc(C(=O)NC2CCN(S(=O)(=O)c3ccc(F)cc3)CC2)c1	0	9	4	4	-21	3	-3	8	25	0.8
COc1ccc(N2CCN(C(=O)c3[nH]c4ccc(OC)cc4c3C)CC2)cc1	1	6	-4	-4	-12	2	-2	0	12	-0.1
CCO[C@H]1OC(C(=O)NCc2ccccc2)=C[C@@H](C2CCCCC2)[C@@H]1CCCO	1	5	-2	-8	-24	0	-3	0	27	-2.2
COc1cccc(-n2c([S-])c(C(=O)Nc3ccc(C(F)(F)F)cc3)[n+]3ccccc23)c1	1	9	-5	1	-22	-2	-3	0	24	-0.4
Cc1ccccc1NC(=O)c1cc(S(=O)(=O)N2CCOCC2)cs1	2	-5	5	0	-22	-7	2	-2	19	0.0
Cc1cc(C)cc(NC(=O)C(=O)NCCCN2CCOCC2)c1	0	-1	0	-13	-11	-1	-2	1	15	-0.3
O=C1/C(=C/c2cccc([N+](=O)[O-])c2)CSc2ccc(Cl)cc21	4	12	-3	1	22	-6	26	2	37	0.6
COCCn1nnnc1C(C(C)C)N(Cc1cccnc1)Cc1cc2cc(OC)ccc2[nH]c1=O (stereo unspecified)	2	18	3	12	-3	7	0	-1	20	0.1
COC(=O)c1ccc(NC(=O)CNS(=O)(=O)c2cccs2)cc1	-1	0	-2	-13	-21	3	-1	0	14	-0.3
CCCCC1=CC2=C(c3ccco3)C(=O)C(C)(OC(=O)c3ccc(OC)cc3)C(=O)C2=CN1CCCN(CC)CC (stereo unspecified)	-3	11	.	-4	.	.	5	-1	25	-0.9
N#CC1=C(N)N=C(SCc2cccc3ccccc23)C(C(N)=O)C12CCCCC2 (stereo unspecified)	3	3	1	31	-12	1	-3	-1	24	-7.2
C=CCc1cc(OC)ccc1OCCCCn1cncn1	3	-1	0	7	-36	5	-5	-2	3	-1.8
O=C1CN(C(=O)CSc2nc(-c3ccccc3)cs2)c2ccccc2N1	-4	48	-4	-20	-21	-2	16	-2	12	0.3
CC(=O)O[C@@H]1[C@H](OC(=O)CC(C)C)c2c(ccc3ccc(=O)oc23)OC1(C)C	0	6	5	-26	-10	1	4	-4	9	-0.8
Nc1scc(-c2ccncc2)c1Cl	0	11	1	-79	-52	3	-2	-1	38	-0.1

Limited to HSF1 inh and IEC-6 tox, for two of the compounds above:
| SMILES | HSF1 inh | IEC-6 tox |
| --- | --- | --- |
| COc1cc(/C=N/NC(=O)Cc2ccccc2)ccc1Oc1ccc([N+](=O)[O-])cc1[N+](=O)[O-] | 9 | 0 |
| O=C(O)CCCNC(=O)c1nn(Cc2ccccc2)c(=O)c2ccccc12 | -4 | 9 |

Further compounds:
SMILES	GSK3beta inhib	HSF-1 act	HSP90 refold inh	aSyn UTR inh	KLF5 inhibitor	IEC-6 tox	HSF1 inh	GSK3 alpha inh	AI-2 QS modul	HIF act
COc1cccc(Oc2cnc(N)nc2-c2ccc(OC)cc2O)c1	-2	-10	3	54	35	45*	-1	5	5	-1.1
CC(O)[C@H]1CNC(=O)C(=O)N1CC(C)(C)C (stereo partly specified)	2	-17	.	-12	.	.	-4	-4	31	-0.6
CC1=C(c2ccccc2)CCC1=O	5	6	.	4	.	.	0	-4	17	0.3
CCOc1nc2c(c(=O)n(C)c(=O)n2C)n1Cc1ccccc1Cl	1	5	0	13	-26	-2	1	-3	27	.
COc1ccccc1CNC(=O)Cn1cc(Br)ccc1=O	.	0	-3	-5	-27	1	-1	-2	.	1.6
Cc1ccc(CNC(=O)C(NS(=O)(=O)c2cccc3nsnc23)C(C)C)cc1 (stereo unspecified)	-1	-10	0	-12	-7	11	3	.	3	-0.2
CCOC(=O)N1CCN(S(=O)(=O)c2ccc3c(c2)CCN3C(=O)C2CC2)CC1	2	-2	-2	20	-21	1	2	0	14	-9.8
CC(C)Cc1cc(C(=O)O)c2ccccc2n1	-3	17	4	-5	-7	1	-10	15	21	0.5
COc1ccccc1N1CCN(CC(=O)Nc2nc(C)c(C(=O)N(C)C)s2)CC1	4	3	0	7	5	3	2	0	23	-0.8
[O-]/[N+](=C/c1ccc(F)cc1)c1ccc(Cl)cc1	-6	30	-2	-177	-15	-3	27	.	-2	1.8
Cc1nc(SCC(=O)NC2CCCCC2)[nH]c(=O)c1C	2	-3	12	8	-25	6	2	-1	45	-0.1
Cc1cccc2sc(NC(=O)c3cccc(S(=O)(=O)N4CCc5ccccc54)c3)nc12	0	18	-3	-1	-8	0	-5	-1	-14	-0.5
O=C1CC(/C=C/c2ccc([N+](=O)[O-])cc2)=Nc2ccccc2N1	3	31	7	-112	-47	2	13	0	6	1.1
COc1ccc(Cl)cc1NS(=O)(=O)c1ccc2c(c1)NC(=O)CCS2	-2	0	4	4	1	-7	8	-2	13	-0.9
COc1cc(C2CC(=O)C=C(O)C2)cc(OC)c1OC (stereo unspecified)	1	31	-2	10	-39	-3	6	-1	11	-0.8
O=C(CSc1nc(O)cc(=O)[nH]1)N1c2ccccc2Sc2ccccc21	-4	.	-1	14	6	-4	.	9	15	0.0
Cc1ccc(-c2csc(NC(=O)Cc3ccc(F)cc3)n2)o1	-1	?	-2	-33	-14	-4	11	-1	16	0.5
O=C(O)c1ccc(COCC(F)(F)F)cc1	-3	29	-1	5	-5	-9	0	-1	3	0.0
CSc1nc(C)cc(Oc2ccccc2)n1	0	-8	0	8	-56	-4	-3	-4	13	0.3
Cc1nc(CN(C)C(=O)CC2C(=O)NCCN2Cc2ccc(F)cc2)cs1 (stereo unspecified)	-1	-15	-3	-27	-33	-5	-5	1	45	-0.4
CCn1c(SCC(=O)N2CCN(c3ccc(F)cc3)CC2)nc2ccccc2c1=O	-1	35	0	21	-2	0	8	9	-12	-34
CSc1ccccc1C(=O)C1CCCN(Cc2cnn(-c3ccccc3)c2)C1 (stereo unspecified)	5	-30	-1	9	-7	3	-13	.	-8	-0.6
O=C(COC(=O)c1cccc(S(=O)(=O)N2CCc3ccccc32)c1)Nc1ncc(Cl)cc1Cl	0	3	0	15	6	-1	-3	-1	-11	-0.1
S=C1NC2=C(CCC/C2=C\c2ccc(Cl)cc2)C(c2ccc(Cl)cc2)N1 (stereo unspecified)	0	2	3	11	2	-1	-2	-1	.	0.4
COc1ccc(C2NN=C(c3c[nH]c4ccccc34)C2O)cc1 (stereo unspecified)	0	14	3	-12	-5	1	12	-3	-37	0.6
CCOC(=O)c1ccc2[nH]c3c(c2c1)CCCCC3=O	-2	16	-3	-102	-44	-1	-8	-1	1	1.2
CC(OC(=O)CN1C(=O)c2ccccc2C1=O)C(=O)NC1CCCCC1C (stereo unspecified)	.	-80	.	-1	.	.	-75*	-2	.	0.5
Cc1ccccc1N1CC(C(=O)Nc2ccncc2)CC1=O (stereo unspecified)	2	11	.	-7	.	.	-1	-1	25	-5.5
CC/C(=N\NC(=O)c1nnn(-c2nonc2N)c1CN(C)c1ccccc1)c1ccccc1	2	-13	-2	-3	-13	-10	4	-1	23	0.5
CCOc1cc(/C=C2/N=C(c3ccc(C(C)(C)C)cc3)OC2=O)cc(Cl)c1OS(C)(=O)=O	.	1	1	21	-1	4	-5	7	.	0.0
Cc1cccc2cc(CN(CCN3CCOCC3)C(=O)Nc3ccccc3F)c(=O)[nH]c12	4	-3	-6	10	-4	2	-5	.	24	0.5
COc1ccccc1OCCn1c(C)c(C=O)c2ccccc21	-3	18	-6	-15	-32	2	7	1	-10	-0.9
CCCn1ncc(OC)c(Cl)c1=O	0	-16	1	27	-3	0	-9	0	34	-0.2
CC1CCCN(S(=O)(=O)c2cc3c4c(c2)CCN4C(=O)CC3)C1 (stereo unspecified)	0	4	.	2	.	.	1	-3	29	-44
CCOC(=O)N1CCN(C(=O)c2ccc(N(C)S(C)(=O)=O)cc2)CC1	1	-5	-4	-12	-25	-1	-4	-2	8	-0.2
Cc1nnc(C)n1/N=C/c1cccnc1	3	4	0	-12	-39	-1	-5	1	-1	-0.6
COc1cc(Cl)c(S(=O)(=O)NCc2cccnc2)cc1Cl	-1	10	2	-2	-2	-13	-5	-1	9	-0.4
CC(=O)c1ccc(NC(=O)N[C@@H](CC(C)C)C(=O)O)cc1	-1	-2	0	7	-16	4	-4	-2	34	0.0
CCCCc1nnc(SC(C)C(=O)Nc2nccs2)n1C (stereo unspecified)	-4	3	-3	-7	-19	0	-6	9	28	-0.3
COc1ccc(C(=O)Nc2nc3c(s2)CCCC3)cc1S(=O)(=O)N1CCCc2ccccc21	0	12	3	39	-2	-8	-3	3	24	-1.4
COc1cccc(CC2(CO)CCCN(C/C=C/c3ccccc3OC)C2)c1 (stereo unspecified)	2	4	2	6	-30	1	0	-2	21	0.2
COc1ccc(NC(=S)N(Cc2cccnc2)Cc2ccco2)cc1	1	13	0	-1	-9	0	20	0	16	-0.8
O=Cc1ccc2noc(-c3ccc(Cl)cc3)c2c1	4	-10	13	-67	-67	-1	5	9	10	1.7
CC(C)NC(=O)NC(=O)COC(=O)c1ccccc1Oc1ccccc1	0	6	2	15	-8	0	-1	1	6	-0.4
CCC(=O)Nc1ccc(NC(=O)c2cccc3c(Br)cccc23)cc1	1	-5	2	3	-41	-3	-2	-3	0	0.4
Cc1cccc(N/C(N)=N/c2nc3c(c(=O)[nH]2)CCCC3)c1	1	10	-1	0	-9	2	1	0	12	-0.2
CCCCOn1c(C)c(C(C)=O)c2c3no[n+]([O-])c3ccc21	2	-31	2	7	-23	-7	-9	0	4	-0.2
